Compound activity from PubChem.
KDM4E inh: blocks human JMJD2E demethylase activity | B2RXH2 | JMJD2E catalytic domain, FDH-coupled NADH fluorescence (FDH is formaldehyde dehydrogenase) | Potency, µM (series often up to 57.1 µM), for the others: at the top dose activity change, negative = inhibition, usual class: inhibitors | actives 1.6% (n = 230,000) | AID 2147; active = well fitted inhibition curve with a large enough effect, not every such curve was filed as active; inconclusive = small, poorly fitted or top-dose-only effect, or another doubt; inactive = no such curve, though single readings can be large or run the other way;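 also: 0% = wells with enzyme and -100% = buffer wells without enzyme; nearly all actives have a fitted effect of over 50% in size; many of its hits are not listed in these tables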
Target sequence (B2RXH2 1-337 limits assumed): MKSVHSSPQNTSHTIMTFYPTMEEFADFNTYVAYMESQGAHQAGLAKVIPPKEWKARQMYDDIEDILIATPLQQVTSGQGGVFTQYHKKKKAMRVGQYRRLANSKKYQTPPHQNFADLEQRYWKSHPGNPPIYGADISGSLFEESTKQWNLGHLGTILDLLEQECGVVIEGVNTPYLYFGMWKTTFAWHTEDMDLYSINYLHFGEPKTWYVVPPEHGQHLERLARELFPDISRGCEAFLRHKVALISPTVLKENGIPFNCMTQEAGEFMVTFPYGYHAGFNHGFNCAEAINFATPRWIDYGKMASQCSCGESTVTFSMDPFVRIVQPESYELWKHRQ
SMN2 splice up: SMN2 splice variant enhancement. HEK293 SMN2-luciferase splicing reporter, luminescence, 30-36 h. Potency, µM (doses to about 46.1 µM), inactives show at the highest dose activity change, positive = activation, usual class: activators. actives 2.8% (n = 210,000). AID 1458; also: % of control where 0% means no effect; nearly all actives have a fitted effect of over 55% in size
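HEK293 cells carry an SMN2 minigene-luciferase reporter in which exon 7 inclusion puts luciferase in frame. Cells were seeded at 2000 cells/well, attached for 10-12 hours, then exposed to compounds for 30-36 hours at 37C before ONE-Glo luminescence.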
NPSR antagonist: neuropeptide S receptor (human) antagonism, cAMP | CHO-NPSR cells, cAMP TR-FRET, antagonist mode | Potency, µM (titrated, usually from 38.3 µM), inactives show at the highest dose activity change, negative = inhibition, usual class: inhibitors | actives 1% (n = 220,000) | AID 1461; also: % is scaled to controls: 0 for no effect and ±100 for the full control effect; nearly all actives have a fitted effect of over 50% in size; many of its hits are not listed in these tables
Target sequence (Q6W5P4 whole entry, looked up): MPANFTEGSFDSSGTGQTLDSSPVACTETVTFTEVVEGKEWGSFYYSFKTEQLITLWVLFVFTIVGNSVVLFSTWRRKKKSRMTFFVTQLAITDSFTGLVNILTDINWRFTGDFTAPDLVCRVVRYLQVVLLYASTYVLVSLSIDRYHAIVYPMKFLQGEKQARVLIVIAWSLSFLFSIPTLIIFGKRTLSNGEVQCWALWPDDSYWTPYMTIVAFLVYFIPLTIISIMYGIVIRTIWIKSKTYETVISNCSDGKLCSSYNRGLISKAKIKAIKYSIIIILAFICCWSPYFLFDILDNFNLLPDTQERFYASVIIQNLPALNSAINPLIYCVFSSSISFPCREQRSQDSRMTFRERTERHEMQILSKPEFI
IMPase Li inh: membrane-permeable IMPase blocker, potentiated with lithium; Potency, µM (highest dose often 59.4 µM), for inactives: at the highest dose activity, negative = IMPase inhibition, actives largely listed as inhibitors; actives 0.35% (n = 210,000); AID 1457; CHO-M1 cells, IP1 TR-FRET (IP-One), carbachol + lithium;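 also: IP1 builds up when IMPase is blocked and the TR-FRET signal falls; plate controls were basal vehicle for no effect and high inhibitor control for full effect; nearly all actives have a fitted effect of over 50% in size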
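CHO-M1, 2000 cells/well, 16–30 h culture; cpd + low Li+, 30 min 37C; lysis with d2-IP1/Eu-anti-IP1 Ab, 10 min RT; TR-FRET 665/620 ratio and 620 channel; AC50 via Hill.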
GoLoco inh red: blocks human Gai1 binding to RGS12 GoLoco peptide, red readout; P63096; Gai1:RGS12 GoLoco peptide FP, rhodamine, 10 min; Potency, µM (top dose mostly 61.6 µM), for inactives: at the highest dose activity, negative = inhibition, hits mostly inhibitors; actives 0.44% (n = 230,000); active = well fitted inhibition curve with a large enough effect, not every such curve was filed as active; inactive = no such curve, though single readings can be large or run the other way; also: % is scaled to controls: 0 for no effect and ±100 for the full control effect; nearly all actives have a fitted effect of over 30% in size; many of its hits are not listed in these tables
Target sequence (P63096 whole entry, looked up): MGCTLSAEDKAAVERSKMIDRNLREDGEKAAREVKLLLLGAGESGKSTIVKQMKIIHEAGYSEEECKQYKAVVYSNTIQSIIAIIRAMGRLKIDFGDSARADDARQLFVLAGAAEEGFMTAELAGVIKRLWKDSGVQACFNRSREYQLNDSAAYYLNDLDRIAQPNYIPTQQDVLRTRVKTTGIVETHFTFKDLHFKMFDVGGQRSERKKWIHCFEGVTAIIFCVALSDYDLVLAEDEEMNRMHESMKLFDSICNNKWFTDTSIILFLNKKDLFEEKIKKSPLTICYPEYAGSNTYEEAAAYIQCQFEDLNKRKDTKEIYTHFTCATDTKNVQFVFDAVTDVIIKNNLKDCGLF
Epigenetic derep: derepresses silenced GFP reporter in murine cells; actives 0.2% (n = 280,000); AID 1865; Potency, µM (series often up to 53.9 µM), for the others: at the top dose GFP activation, hits mostly activators; murine LDR cells, GFP reporter derepression, 30 h; also: % of control where 0% means no effect; nearly all actives have a fitted effect of over 60% in size
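Murine LDR cells bearing a silenced CMV-driven GFP reporter were exposed to compound for 30 h at 37 C. After PBS washes, GFP-positive cells (20-120 um objects) counted by laser-scanning microplate cytometry.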
KinaseGlo FLuc: Kinase-Glo luciferase inhibition (counter-screen). Q27757. Kinase-Glo luciferase, ATP luminescence, 8 min. Potency, µM (doses to about 38.3 µM), for the others: at the top dose activity change, negative = inhibition, usual class: inhibitors. actives 0.28% (n = 200,000). AID 1379; also: % is scaled to controls: 0 for no effect and ±100 for the full control effect; nearly all actives have a fitted effect of over 60% in size
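Compounds were added to a substrate mix at pH 7.2 (50 mM imidazole, 10 uM ATP, within the enzyme's linear range), followed by Kinase-Glo detection reagent; luminescence was measured after 8 minutes at ambient temperature.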
RECQ1 inh: inhibitors of human RECQ1 DNA helicase; AID 2549; P46063; Potency, µM (top dose mostly 57.3 µM), for the others: top-dose activity, negative = inhibition, hits mostly inhibitors; RECQ1 DNA unwinding, red fluorescence kinetic read; actives 0.54% (n = 240,000);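 also: plate controls were vehicle for no effect and no enzyme for full effect; nearly all actives have a fitted effect of over 30% in size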
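50 nM RECQ1T1 preincubated 15 min with compound in Tris pH 8.0 buffer with MgCl2, DTT, Tween-20 and 2.5 ug/ml poly(dI-dC); started with 200 nM TAMRA/BHQ-2 forked duplex and 2 mM ATP. Unwinding read as fluorescence (525/598 nm), two reads 2 h apart.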
Starred values were filed as active, the others as inactive; i = inactive; ? = inconclusive; nt = not tested or not shown; [ ] = dose if it differs, or a comment. Unless noted, calls follow the shape of the dose curve; as a rule, active = well fitted curve in the direction sought with a large enough effect; inconclusive = small, poorly fitted or top-dose-only effect, or another doubt; inactive = no such curve, though single readings can be large; an effect the other way counts as inactive or inconclusive. Potency is read from the fitted curve at half-maximal effect. Only part of the results is shown (hit frequency here may not be typical).

SMILES	KDM4E inh	SMN2 splice up	NPSR antagonist	IMPase Li inh	GoLoco inh red	Epigenetic derep	KinaseGlo FLuc	RECQ1 inh
CCCC(=O)Nc1ccc(-c2csc(NNC(C)=O)n2)cc1	-16.4%	nt	6.6%	nt	-3.5%	-3.1%	nt	-3.1%
CCCCC(Sc1nc(N)c(NC(=O)c2ccc(OC)cc2)c(=O)[nH]1)C(=O)O (stereo unspecified)	-18.2%	14.4%	14.5%	-6.1%	6.9%	2.5%	-0.2%	-2.1%
O=C1c2ccccc2C2(c3ccccc3)NCCCN12 (stereo unspecified)	-5.9%	nt	-13.2%	8.8%	6.8%	-2.1%	-0.9%	i
COc1ccc(C(C(=O)NC2CCCCC2)N(C(=O)CCl)c2ccccc2Cl)cc1 (stereo unspecified)	-2.5%	-42.2%[inhibitor]	11.2%	11.6%	-3.9%	-1.0%	-1.0%	0.1%
CCS(=O)(=O)c1c(S(=O)(=O)CC)c2ccccn2c1C(N)=O	-3.1%	-5.2%	17.2%	10.6%	17.2%	0.0%	0.5%	-0.5%
CN1CCN(NC(=O)CC(C)(C)C)CC1	-9.3%	16.0%	8.6%	11.0%	7.6%	-0.4%	-2.0%	i
Cc1ccc2[nH]c(C)cc(=S)c2c1	?	-26.3%	-6.9%	?	16.8%	1.1%	-3.0%	-13.1%
O=C(Nc1cccnc1)c1noc2c1CCCCC2	0.3%	17.7%	-3.7%[46.1 µM]	0.8%	-2.1%	0.0%	?	-0.9%
COc1ccc(CCN2C(=O)C3CC=C(C)CC3C2=O)cc1OC (stereo unspecified)	7.4%	-24.8%	10.6%	6.2%	-12.3%	-1.0%	4.0%	-2.0%
Cc1cccc(C2=N/C(=C/c3cccs3)C(=O)O2)c1	-5.9%	6.1%	-11.1%	0.6%	1.3%	7.0%	-2.1%	2.5%
CCOC(=O)C1CCCN(CCC(=O)Nc2ccc(C)c(C)c2)C1 (stereo unspecified)	15.7%	20.2%	-2.1%	10.3%	6.4%	-0.5%	0.0%	-4.8%
CCOC(=O)CCCNC(=O)N1CCc2nc(-c3ccccc3)c3c(c2C1)CO[C@@H](C)C3	9.3%[11.4 µM]	6.3%[9.22 µM]	nt	3.9%	3.1%[14.2 µM]	nt	-5.6%[7.66 µM]	-9.4%[11.5 µM]
NC(=O)COC(=O)c1ccccc1OCc1ccccc1Cl	-1.6%	1.8%	7.6%	11.9%	0.1%	-2.7%	0.7%	-8.8%
CC(=O)c1cccc(NC(=S)NC(=O)c2cccc(Cl)c2)c1	-4.2%	?	-14.9%	6.1%	0.3%	-1.8%	-0.8%	-6.2%
O=S(=O)(NCc1ccccc1)NCc1cccc(C(F)(F)F)c1	-3.6%	-7.3%	7.2%	-15.9%	9.4%	-6.7%	2.2%	-0.1%
CCOc1cc(N2CCOCC2)c(OCC)cc1NC(=O)COC(=O)c1cc(C)oc1C	-1.3%	-27.4%	-11.5%[46.1 µM]	4.9%[38.3 µM]	-1.0%	-2.9%	2.2%	i
O=[N+]([O-])c1ccc(O)c(C2=NNC(c3ccccc3F)C2)c1 (stereo unspecified)	-14.1%	nt	-50.1%	nt	13.1%	0.0%	nt	-1.4%
COc1ccccc1NC(=O)CSc1nnc(Cn2nnc(-c3ccccc3)n2)n1-c1ccccc1	4.3%	-24.5%	-17.7%[46.1 µM]	22.6%[38.3 µM]	-11.2%	0.0%	-1.7%	-16.7%
COc1ccc(CC(=O)N/N=C(\C)CC(=O)NCc2ccco2)cc1OC	3.7%	nt	7.3%	nt	2.2%	-1.0%	nt	-1.2%
CC1=NN(C(=O)c2ccc(Br)cc2)C(O)(C(F)(F)OC(F)(F)F)C1 (stereo unspecified)	?	nt	-3.1%[46.1 µM]	nt	nt	-1.1%	nt	-11.8%
COc1ccc(-c2nc(C#N)c(N3CCN(c4cccc(Cl)c4)CC3)o2)cc1OC	20.6%	4.9%	-17.6%[46.1 µM]	8.0%[38.3 µM]	1.7%	-1.0%	-3.0%	-2.0%
O=C(N/N=C/C=C\c1ccco1)c1ccccn1	?	nt	-16.0%	nt	-1.2%	?	nt	?
O=C(N/N=C/c1ccccc1[N+](=O)[O-])C(=O)N1CCCC1	9.0%	nt	-9.4%	0.0%	1.1%	-8.5%	-7.8%	-9.8%
CCn1c(CN2c3ccccc3Sc3ccccc32)n[nH]c1=S	1.9%	nt	22.9%	nt	5.3%	-1.7%	nt	-15.7%
Cc1nc2c(oc3ccccc32)c(=O)o1	?	16.6%	-3.7%[46.1 µM]	-6.1%[38.3 µM]	6.6%	-2.3%	-4.0%	0.3%
Cc1csc(NC(=O)CSc2nncc(=O)n2N)n1	-8.4%	-0.7%	18.7%	1.7%	-1.5%	3.3%	-1.6%	-0.1%
Cc1ccc(NC(=O)CN2C(=O)N/C(=C/c3cccn3-c3ccc(C(=O)O)cc3)C2=O)cc1	?	7.2%	-3.6%	5.4%	6.6%	0.0%	4.8%	7.94µM*
COC(=O)c1sc(N)c(C(=O)OC)c1COC(=O)CCNS(=O)(=O)c1ccc(C)cc1	?	-8.3%	-2.8%	-0.7%	63.0%[activator]	-4.8%	1.1%	-11.3%
CN(C)CCOc1ncnc2c1oc1ccccc12	4.6%	16.2%	-7.0%[46.1 µM]	14.7%[38.3 µM]	-3.2%	0.7%	-2.0%	12.4%
CC(=O)NC(c1ccco1)c1ccc2cccnc2c1O (stereo unspecified)	25.1µM*	-106.5%[inhibitor]	-5.6%[46.1 µM]	1.1%[38.3 µM]	4.8%	?	0.5%	i
COc1ccc2cc(CCl)c(Cl)nc2c1	12.0%	11.6%	-22.0%	-5.2%	55.4%[activator]	-5.1%	-3.6%	i
CCCCCn1c(=O)[nH]c2cc(C(=O)NCCc3ccc(OC)c(OC)c3)ccc2c1=O	?	-6.9%	-2.6%[46.1 µM]	-13.3%[38.3 µM]	-4.4%	4.4%	-3.9%	-12.6%
CC1(C)N=C(c2ccc(Cl)cc2Cl)C(=O)N1	-0.1%	0.6%	-0.7%[46.1 µM]	-20.6%[38.3 µM]	-5.9%	-0.1%	-2.7%	-0.2%
CC1CCc2nc(/C(C#N)=C/c3cccnc3)sc2C1 (stereo unspecified)	?	2µM*	-16.5%	13.4%	57.1%[activator]	-3.2%	-2.7%	i
COCCCn1cnc2c(c1=O)c1nc3ccccc3nc1n2-c1ccccc1	?	-6.7%	-30.2%[46.1 µM]	?	26.2%	-1.6%	-2.4%	-1.2%
C#CC[N+]1(CC#Cc2cccc(C)c2)CCCCC1	-6.2%	-18.8%	1.1%	13.1%	5.2%	-0.3%	-1.7%	1.1%
Cc1ccc(S(=O)(=O)N(CC(=O)N2CCc3ccccc3C2)c2ccc(Cl)c(Cl)c2)cc1	11.3%	-23.6%	-53.2%	10.8%	-7.7%	0.0%	-0.7%	-7.1%
COC(=O)c1ccccc1NC(=O)c1noc2c1CCCC2	9.1%	10.7%	-8.3%[46.1 µM]	9.5%[38.3 µM]	-1.0%	1.3%	1.5%	-5.1%
COC1OC(COC(=O)CNC(=O)OC(C)(C)C)C(O)C(O)C1O (stereo unspecified)	13.6%	-5.3%	14.8%	-6.7%	11.0%	-1.3%	14.3%	-2.5%
Cc1ccc(-n2c(C)nc3c(cnn3-c3ccc(F)cc3)c2=O)cc1	-0.3%	-49.2%[inhibitor]	-15.8%[46.1 µM]	19.1%[38.3 µM]	9.3%	0.0%	-1.8%	-2.2%
CN(C)/C=C(\C(=O)c1ccccc1)c1nnnn1-c1ccc(F)cc1	4.6%	nt	4.2%	nt	12.9%	-1.1%	nt	-5.1%
CCOC(=O)N1CCC(N(CCOC)C(=O)Nc2ccc(CC)cc2)CC1	-6.2%	10.5%	-4.1%[46.1 µM]	33.6%[38.3 µM]	9.3%	-2.1%	0.2%	i
Cn1c(=O)c2[nH]c(CCS)nc2n(C)c1=O	nt	-12.5%[9.22 µM]	nt	-1.4%	2.4%[14.2 µM]	nt	-5.2%[7.66 µM]	nt
CCOC(=O)c1[nH]c(C)c(C(=O)Nc2ccc3c(c2)OCCO3)c1C	-0.8%	13.2%	-2.7%[46.1 µM]	-5.4%[38.3 µM]	-6.3%	0.1%	-1.3%	-1.5%
C[C@H](Nc1ncnc2sc3c(c12)CCC3)C(=O)O	-0.5%	-5.4%	-5.8%[46.1 µM]	-1.6%[38.3 µM]	3.7%	-1.1%	-2.1%	-1.4%
CC(C)CNC(=O)c1ccc(Cl)c(Cl)c1	3.8%	-11.6%	6.7%[46.1 µM]	7.6%[38.3 µM]	-10.2%	-0.8%	1.3%	i
Cc1cccc(NC(=O)Cn2cnc3c(oc4ccccc43)c2=O)c1	2.8%	-0.5%	7.6%	-9.9%	4.2%	0.1%	1.3%	i
NC(=O)[C@@H]1CC2(CC(c3cccc(NC(=O)COc4ccc(Cl)cc4)c3)=NO2)CN1C(=O)COc1ccc(Cl)cc1 (stereo partly specified)	-9.4%	nt	-15.7%	nt	3.7%	3.2%	nt	-14.3%
CCCCn1c(SCC(N)=O)nnc1-c1ccco1	4.0%	-12.9%	13.8%[46.1 µM]	10.6%[38.3 µM]	-0.6%	0.0%	-0.4%	i
Cc1ccc(C(=O)O/N=C/C2=C(Cl)c3ccccc3CC2)cc1	-8.8%	-18.0%	-4.7%[46.1 µM]	18.6%[38.3 µM]	-4.6%	4.2%	18.2%	-9.4%
CC(C)(CNC(=S)NCCc1ccccc1)CNC(=S)NCCc1ccccc1	0.3%	-17.3%[1.84 µM]	-55.7%	4.3%	-1.8%	0.0%	-7.1%	-16.7%
O=c1oc2ccccc2c(Cl)c1CN1CCCCC1	?	nt	?	27.0%	1.6%	-4.9%	1.3%	i
CCCCOc1ccc(/C(O)=C2/C(=O)C(=O)N(CCCOC)C2c2ccncc2)cc1C (stereo unspecified)	?	1.0%	9.0%[46.1 µM]	-29.9%[38.3 µM]	-3.8%	-1.1%	-0.6%	-15.7%
CCOC(=O)CSc1nc(C)c2cc(OC)ccc2n1	?	40.9%	-9.9%[46.1 µM]	14.0%[38.3 µM]	4.0%	-2.1%	0.5%	5.4%
